# HIF-2a block = blocks HIF-2a reporter activity; 360,000 tested, 0.72% active; AID 624352; 786-0 RCC cells HIF-2a reporter, luciferase luminescence, overnight; inhibition, % at 18.8 µM;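 active = inhibition of the luminescence signal of 40% or more relative to plate controls, in a single-dose primary screen at 18.75 µM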
# NR2E3 ag-1 = agonists of human NR2E3 nuclear receptor. Q9Y5X4. CHO-S Gal4-NCOR/VP16-NR2E3 two-hybrid, luciferase. inhibition of corepressor binding, % at 3.98 µM. 360,000 tested, 0.35% active. AID 602229;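 active = inhibition above the mean of all tested compounds plus 3 SD, cut at about 70% in these data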;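 also: 0% = DMSO with NR2E3 transfected cells and 100% = cells lacking NR2E3 construct; higher means lower luciferase signal from less NR2E3 corepressor binding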
# Target sequence (Q9Y5X4 whole entry, looked up, the tested form may be a part): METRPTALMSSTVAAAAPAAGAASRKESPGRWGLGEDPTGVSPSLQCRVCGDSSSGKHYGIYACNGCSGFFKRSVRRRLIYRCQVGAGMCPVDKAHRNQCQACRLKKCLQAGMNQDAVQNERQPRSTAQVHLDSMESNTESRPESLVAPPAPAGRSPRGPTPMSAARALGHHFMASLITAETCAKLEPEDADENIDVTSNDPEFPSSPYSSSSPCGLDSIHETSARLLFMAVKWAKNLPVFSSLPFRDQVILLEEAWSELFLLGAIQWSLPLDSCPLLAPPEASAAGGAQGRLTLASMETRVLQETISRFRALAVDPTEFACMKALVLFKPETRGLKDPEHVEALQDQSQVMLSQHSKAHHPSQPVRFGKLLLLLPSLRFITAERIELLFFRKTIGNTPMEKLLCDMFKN
# Shn3 inh set2 = Schnurri-3 reporter inhibition in Clone20 osteoblasts. Clone20 osteoblast Shn3 3'UTR firefly luciferase, 24 h. inhibition, % at 12.5 µM. 360,000 tested, 0.52% active. AID 588674;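 active = mean inhibition of at least 75% with every replicate also reaching 75%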;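 also: 0% = median of neutral control wells and 100% = pilot-screen positive control compound; some compounds past the cut are filed as inactive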
# Peg3 promoter = inhibitors of Peg3 promoter; HeLa PEG-Prom luciferase reporter, luminescence, overnight; inhibition, % at 20 µM; 360,000 tested, 1.7% active; AID 588405;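 active = inhibition of at least 50% at 20 µM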
# TROY signal inh = blocks TROY-dependent signaling in reporter cells | Q293 LMP1-TROYcd NF-kB luciferase reporter, 4 h | inhibition, % at 10 µM | 360,000 tested, 0.98% active;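 active = compounds whose plate-normalised and pattern-corrected inhibition of the luciferase reporter signal at the single screening dose is 50% or more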
# TWEAK Fn14 block = TWEAK-Fn14 signaling inhibition; TWEAK-stimulated Fn14 reporter cells, luciferase luminescence, 8 h; inhibition, % at 10 µM; 360,000 tested, 2% active; AID 1159606; in the data active = inhibition above about 50%
# CF NFkB block = blocks PAF-induced NF-kB reporter in cystic fibrosis cells; KKLEB NF-kB-GFP reporter, GFP fluorescence overnight; inhibition, % at 5 µM; 360,000 tested, 0.86% active; AID 588850;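 active = at least 50% inhibition at 5 µM, scaled per plate between neutral and stimulator controls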;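 also: PAF is a Pseudomonas aeruginosa culture filtrate used as stimulus; plate controls were PAF-stimulated DMSO wells for no effect and unstimulated DMSO wells for full effect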
# C8 TRAIL sens = sensitizes caspase-8 expressing cells to TRAIL. NB7+C8 cells + TRAIL, ATPlite viability luminescence. inhibition (viability loss, TRAIL sensitization), % at 10 µM. 360,000 tested, 1% active. AID 624354;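 active = compounds causing at least 50% loss of cell viability in the single-dose screen, relative to plate controls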
# NR2E3 ag-2 = NR2E3 (human) agonism. GST-NR2E3/biotin-RetCOR TR-FRET, 1536-well. AID 2300. inhibition of corepressor binding, % at 4.78 µM. 320,000 tested, 0.12% active;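 active = percent inhibition above the cutoff of mean plus 3 SD of all tested compounds, set per screening campaign, cut at about 20% in these data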;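 also: 0% = DMSO wells and 100% = biotin wells as full block of FRET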
#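 System: GST-tagged NR2E3 plus biotinylated RetCOR corepressor; Amount: 1.35 nM GST-tagged NR2E3 final; Dosing: single nominal compound dose of 4.8 µM; Schedule: 5 h incubation at 4 °C; Technique: TR-FRET with europium anti-GST and streptavidin-D2, 340 nm excitation; Controls: biotin wells as high control, 0.6% DMSO wells as low control.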
# KKLEB cytotox = CF airway cell cytotoxicity counter-screen. 360,000 tested, 0.36% active. KKLEB CF airway cells viability, ATPlite luminescence, overnight; stronger effect = lower value; cells stimulated with P. aeruginosa culture filtrate. activity change (cytotoxicity), % at 5 µM;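 active = corrected activity change at or below -50% at 5 µM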
# TRPM1 prom inh = MITF TRPM1 promoter inhibition in SK-MEL-5 cells; SK-MEL-5 TRPM1 promoter luciferase, 24 h; inhibition, % at 12.5 µM; 330,000 tested, 0.83% active;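 active = mean inhibition across replicates of 60% or more, whatever share of single replicates reaches that level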; also: values of inactives mirror those of a sister screen read the other way
# Starred values were filed as active, the others as inactive; · = no result given.
SMILES,HIF-2a block,NR2E3 ag-1,Shn3 inh set2,Peg3 promoter,TROY signal inh,TWEAK Fn14 block,CF NFkB block,C8 TRAIL sens,NR2E3 ag-2,KKLEB cytotox,TRPM1 prom inh
Cc1ccc(/C=C/C(=O)NCc2ccc3c(c2)OCO3)o1,3,-10,-14,-2,9,-4,3,-5,-1,9,-4
O=C(COC(=O)c1ccccn1)c1cccc(Br)c1,7,-10,14,7,5,6,-6,-9,-3,-3,-1
Cc1ccc(Cl)cc1Nc1nc(N2CCOCC2)nc(N2CCOCC2)n1,22,-20,-5,-1,-1,-21,18,-15,2,-16,-32
NC(=O)[C@H]1CC2(CC(c3cccc(NC(=O)CC(c4ccccc4)c4ccccc4)c3)=NO2)CN1C(=O)CC(c1ccccc1)c1ccccc1 (stereo partly drawn),-12,15,6,26,19,33,18,-11,-2,-8,17
NC(=O)c1cc(S(=O)(=O)NCCc2ccc(S(N)(=O)=O)cc2)cs1,8,-15,10,6,0,4,8,2,2,12,8
O=C(COC(=O)c1cc([N+](=O)[O-])ccc1N1CCOCC1)Nc1cc(F)ccc1F,4,-26,3,-4,-11,-35,16,-3,-1,-16,-6
COCCNC(=O)C(C#N)c1nc2ccccc2nc1N1CCCCCC1 (stereo not drawn),12,-6,-1,18,21,33,0,0,-2,-10,-2
Cc1cc(/C=C2\C(=N)N3N=CSC3=NC2=O)c(C)n1Cc1ccccc1,-160,-21,-18,-115,-23,-18,5,43,1,-11,-25
CCN1CCN(C(=O)Nc2ccc(OC)cc2OC)CC1,8,0,-10,4,6,2,-10,2,1,-2,6
COc1ccc(CCn2c(=N)c(C(=O)NCC3CCCO3)cc3c(=O)n4cccc(C)c4nc32)cc1 (stereo not drawn),11,-64,16,36,-47,-44,-48,12,-1,-11,-15
O=C(NNc1nc2c(F)cc(F)cc2s1)C1COc2ccccc2O1 (stereo not drawn),-27,-20,6,-1,-17,-13,6,-2,-2,-6,1
CSc1ccccc1NC(=O)c1ccncc1,-72,-8,-16,-2,23,0,14,0,3,0,-9
c1cn(CCCNc2ncnc3nc[nH]c23)cn1,7,1,13,12,-2,-2,-10,-9,-1,15,-1
Cc1cc(C)c(C)c(OCC(=O)O/N=C(\N)c2cccnc2)c1,-33,-9,-1,-7,1,-3,6,-1,-1,4,-3
COC(=O)CC1=C(C(=O)OC)C(c2ccc3c(c2Cl)OCO3)C(C#N)=C(N)O1 (stereo not drawn),12,13,8,14,-3,4,-1,-15,3,6,1
CCN1CCCC(OC(=O)c2cc(-c3ccc(C)cc3)nc3ccccc23)C1 (stereo not drawn),-50,-5,-5,-21,-32,-34,4,14,2,-11,-18
O=C(Cn1c(NCCO)nc2ccccc21)c1ccccc1,-30,0,-17,-3,-11,0,4,-10,-2,2,-8
CCOC(=O)c1c(O)c2cccc3c2n(c1=O)CC3,10,5,3,9,0,13,15,10,3,-4,1
CCOc1cc(/C=C/c2cc(C(F)(F)F)[nH]c(=O)n2)ccc1O,27,16,-25,20,28,6,-2,-1,2,14,21
CCS(=O)(=O)c1nc(S(=O)(=O)c2ccc(C)cc2)c(N2CCCC2)s1,-6,-10,-4,20,-14,13,11,-15,-4,8,-16
CCOC(=O)C1CCCN(CCC(=O)Nc2ccccc2)C1 (stereo not drawn),-1,-4,-18,-13,-4,-14,-10,-8,-2,5,-1
O=C(c1scc2c1CCCC2)N1CCCCC1,-1,-9,14,-2,-9,-8,-13,-5,3,-2,-3
O=P(OC1CCCCC1)(OC1CCCCC1)C(O)c1cccnc1 (stereo not drawn),-22,3,-8,6,18,-3,-8,-6,-2,11,11
O=C(/C=C/c1ccc2c(c1)OCO2)c1ccc[nH]1,-168,-66,-68,-260,-34,16,-11,25,4,-11,-49
COc1ccc(NS(=O)(=O)c2cc(NC(=O)c3sccc3C)ccc2N2CCOCC2)cc1,17,-3,-5,25,-3,15,-12,-6,3,-8,8
CC(C)(C)c1cc(C(=O)NNC(=O)Nc2ccccc2)n(Cc2ccccc2)n1,31,3,14,18,6,3,10,1,1,-2,8
CC(C)N(C(=O)[C@H]1C[C@H](CC(=O)NCCc2ccccn2)C(=O)N2CCc3c([nH]c4cc(CCC(=O)N(C)C)ccc34)[C@]12C)C(C)C,-5,10,-34,-8,-10,-13,5,-4,·,8,3
CC(=O)c1ccc(NCC(=O)N2CCN(S(=O)(=O)c3ccccc3)CC2)cc1,6,12,9,2,10,2,10,-14,5,9,10
Clc1cccc(Oc2ncccn2)c1,-9,-20,-8,-2,11,0,5,-1,4,-1,8
O=C(Nc1ccccc1Cl)c1ccc([N+](=O)[O-])o1,-27,11,-21,-4,-4,-15,39,28,4,-17,11
O=C(O)C(c1ccccc1)C(c1ccccc1)c1ccccc1 (stereo not drawn),22,15,8,0,3,-1,0,-2,-1,0,20
CC(C(=O)Nc1ccc2c(c1)OCO2)N(C)CC(=O)Nc1ccc(Cl)cc1 (stereo not drawn),-2,4,3,3,13,-9,8,-1,·,-1,-6
Cc1ccc(N2CC(C(=O)OCc3ccc([N+](=O)[O-])cc3)CC2=O)cc1 (stereo not drawn),9,10,1,1,-13,1,6,2,1,-14,5
COc1cccc(C2C(C(=O)Nc3ccc(C)cc3C)=C(C)Nc3ncnn32)c1OC (stereo not drawn),15,-3,23,7,-1,-6,-7,0,-2,6,5
CCOC(=O)c1ccc(NC(=O)CSc2nc3c(c(=O)n2-c2ccccc2OC)SCC3)cc1,10,-32,13,11,-13,12,6,10,6,-10,15
COc1ccc(Cl)cc1N/C(N)=N/c1nc(C)cc(=O)[nH]1,3,-6,-2,-15,7,-10,6,-6,3,-4,6
COc1ccc(C2(C)NC(=O)N(CC(=O)Nc3ccc(S(=O)(=O)N4CCCC4)cc3)C2=O)cc1 (stereo not drawn),9,-27,-15,12,-13,10,-8,0,4,6,5
CCSC1=C(C#N)C2(CCCCC2)C2=C(CC(C)(C)CC2=O)N1,12,-34,16,30,3,19,10,0,3,-8,-13
COCc1cccc(-c2csc(C(O)c3ccc(F)c(F)c3)n2)c1 (stereo not drawn),-12,-19,15,0,-16,-29,7,6,·,-5,·
CCN(C[C@H]1N[C@@](Cc2ccccc2)(C(=O)OC)[C@H]2C(=O)N(C)C(=O)[C@@H]12)S(=O)(=O)c1ccc(-c2ccccc2)cc1,4,-6,21,21,11,46,-6,16,·,-6,3
Cc1ccc(OCc2ccc(C(=O)Nc3nccs3)o2)cc1,-77,-94,-21,-150,-75,-22,-2,-11,-3,-1,-15
CN(C)CCCSc1nc(-c2ccccc2)nc2c1CCC2,22,27,14,3,12,25,9,0,0,-7,-21
CCOC(=O)Cc1csc(NC(=O)C(NC(=O)C2CCC(C)CC2)C(C)C)n1 (stereo not drawn),4,-9,36,8,-4,-2,1,5,-1,5,·
Cn1nnnc1SCC(=O)NC1CCCCC1,-9,-4,1,-9,10,13,-8,8,-1,-17,-2
O=C(c1cc([N+](=O)[O-])ccc1Cl)N1CCN(Cc2ccc3c(c2)OCO3)CC1,14,-1,9,10,-4,-30,-10,-3,1,13,3
NNC(=O)c1cc2c(s1)CCCCCC2,13,-26,9,2,3,-41,6,-15,-1,0,9
CCc1c(C)c2ccc(OC(C)C(=O)NC(Cc3c[nH]c4ccc(O)cc34)C(=O)O)c(C)c2oc1=O (stereo not drawn),7,-77,-13,0,-12,6,17,-13,2,3,-2
CC(C)C(OC(=O)c1cccs1)C(=O)NCc1cccs1 (stereo not drawn),-5,-21,2,0,-41,12,6,1,3,-5,-3

# Full records, looked up by structure. Screens in order: HIF-2a block	NR2E3 ag-1	Shn3 inh set2	Peg3 promoter	TROY signal inh	TWEAK Fn14 block	CF NFkB block	C8 TRAIL sens	NR2E3 ag-2	KKLEB cytotox	TRPM1 prom inh
# `CCN(C[C@H]1N[C@@](Cc2ccccc2)(C(=O)OC)[C@H]2C(=O)N(C)C(=O)[C@@H]12)S(=O)(=O)c1ccc(-c2ccccc2)cc1` in the list: 4	-6	21	21	11	46	-6	16	·	-6	3
# `CCc1c(C)c2ccc(OC(C)C(=O)NC(Cc3c[nH]c4ccc(O)cc34)C(=O)O)c(C)c2oc1=O` (stereo not drawn) in the list: 7	-77	-13	0	-12	6	17	-13	2	3	-2
# `CC(C)C(OC(=O)c1cccs1)C(=O)NCc1cccs1` (stereo not drawn) in the list: -5	-21	2	0	-41	12	6	1	3	-5	-3
# `Cn1nnnc1SCC(=O)NC1CCCCC1` in the list: -9	-4	1	-9	10	13	-8	8	-1	-17	-2
# `NNC(=O)c1cc2c(s1)CCCCCC2` in the list: 13	-26	9	2	3	-41	6	-15	-1	0	9

# (further entries)
SMILES,HIF-2a block,NR2E3 ag-1,Shn3 inh set2,Peg3 promoter,TROY signal inh,TWEAK Fn14 block,CF NFkB block,C8 TRAIL sens,NR2E3 ag-2,KKLEB cytotox,TRPM1 prom inh
CCc1nnc(NC(=O)CSc2ccc(-c3ccco3)nn2)s1,7,15,-3,10,13,7,7,-13,0,7,4
COc1ccc(C(=O)CSc2nc3ncccc3[nH]2)cc1OC,8,1,12,9,-10,3,25,9,1,-10,9
CCOC(=O)c1cnc(/N=C/N(C)C)s1,-30,-29,-12,-21,-5,-13,-11,3,3,-8,-8
Cc1ccc(C)c(NC(=O)COC(=O)c2cccc(S(=O)(=O)N3CCCCC3)c2)c1,5,0,3,10,-12,-1,-1,5,-1,6,-3
CC(O)C(NS(=O)(=O)c1ccc(Cl)cc1)C(=O)OCc1nnc(-c2ccccc2)o1 (stereo not drawn),-31,1,-10,6,-22,-6,-9,-5,1,4,-2
COc1ccc(S(=O)(=O)N2CC3CCCN3c3cc(C(F)(F)F)ccc32)cc1 (stereo not drawn),-3,-4,31,44,7,3,4,-6,-2,3,2
Cc1ccc(Cc2nnc(SCC(=O)Nc3ccccc3C)[nH]c2=O)cc1,-1,-23,6,3,-20,-2,40,-4,3,-6,-7
CC(C)Cc1ccc(S(=O)(=O)N2CCCC2)cc1,0,17,4,9,1,-8,-3,12,3,2,-1
CCOC(=O)N1CCC2(CC1)CC(=O)c1cc(O)ccc1O2,2,17,9,6,-7,64*,7,-14,0,-3,10
COC(=O)c1ccccc1NC(=O)c1ccc(Cn2cc(Cl)cn2)o1,18,-1,10,27,15,-8,13,12,-1,-3,-10
CC(=O)N(C)c1ccc(NC(=S)NCC(C)C)cc1,6,-10,1,7,7,-5,10,-2,3,-8,-10
Cc1cc(C)cc(NC(=S)/N=C(\N)Nc2nc(C)c3ccccc3n2)c1,-30,2,40,6,7,33,-14,23,3,11,13
COc1cc(C2Nc3ccccc3NC3=C2C(=O)CC(C)(C)C3)cc(OC)c1OC (stereo not drawn),19,10,5,5,8,21,-9,-4,2,-2,15
COc1ccccc1NS(=O)(=O)c1cc(NC(=S)NCCN2CCOCC2)ccc1N1CCOCC1,16,6,-7,-4,4,2,19,-8,-4,-5,-10

# Screening data from PubChem.

# The list is partial. The share of hits here may be higher or lower than overall.
